High-throughput results deposited in PubChem by Sanford-Burnham Center for Chemical Genomics.
HKDC1 inh: blocks human hexokinase HKDC1 activity; Q2TB90; recombinant HKDC1, G6PDH/diaphorase resazurin coupled fluorescence; inhibition, % at 20 µM; actives 0.16% (n = 340,000);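 active = inhibition above about 35% when tested at 20 µM, limit read from the data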;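 note: plate controls were DMSO wells with enzyme for no effect and DMSO wells lacking enzyme for full effect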
Target sequence (Q2TB90 whole entry, looked up): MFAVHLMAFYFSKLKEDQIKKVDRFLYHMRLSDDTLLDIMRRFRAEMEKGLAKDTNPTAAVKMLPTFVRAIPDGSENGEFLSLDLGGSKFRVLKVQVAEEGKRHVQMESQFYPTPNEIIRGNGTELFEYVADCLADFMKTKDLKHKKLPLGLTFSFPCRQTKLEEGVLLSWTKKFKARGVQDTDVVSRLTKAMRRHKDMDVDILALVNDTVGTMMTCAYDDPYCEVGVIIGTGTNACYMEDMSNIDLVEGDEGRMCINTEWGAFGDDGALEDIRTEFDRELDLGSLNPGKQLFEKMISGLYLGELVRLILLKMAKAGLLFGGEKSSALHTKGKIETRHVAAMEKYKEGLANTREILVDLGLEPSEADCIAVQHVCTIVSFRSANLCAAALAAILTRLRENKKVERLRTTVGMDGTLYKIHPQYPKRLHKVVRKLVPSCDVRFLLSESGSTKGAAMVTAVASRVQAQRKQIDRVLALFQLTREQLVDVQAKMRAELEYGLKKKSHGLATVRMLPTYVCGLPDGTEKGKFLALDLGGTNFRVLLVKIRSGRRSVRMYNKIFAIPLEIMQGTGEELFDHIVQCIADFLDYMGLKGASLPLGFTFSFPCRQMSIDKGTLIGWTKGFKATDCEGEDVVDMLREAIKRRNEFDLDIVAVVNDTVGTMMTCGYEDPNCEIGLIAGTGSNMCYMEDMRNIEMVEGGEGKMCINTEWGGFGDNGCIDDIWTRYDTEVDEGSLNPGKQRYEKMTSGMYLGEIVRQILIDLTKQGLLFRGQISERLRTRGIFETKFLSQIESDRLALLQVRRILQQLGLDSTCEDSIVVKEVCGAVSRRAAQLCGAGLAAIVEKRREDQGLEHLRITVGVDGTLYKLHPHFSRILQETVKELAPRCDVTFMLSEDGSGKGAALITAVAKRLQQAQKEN
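Assay system – recombinant HKDC1 (HK5) hexokinase enzyme, produced in-house · Input – HKDC1 at 5 µg/mL · Reagent – glucose plus 1 mM ATP as hexokinase substrates · Timing – 90 min reaction incubation at room temperature, dark · Measured by – G6PDH/diaphorase-coupled fluorescence, 1 mM NADP, 100 µM resazurin, 525/613 nm · Benchmarks – DMSO-enzyme wells negative, buffer-substituted wells positive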
SENP7 block: blocks the human protease SENP7. recombinant SENP7, Z-RLRGG-aminoluciferin luminescence, 40 min. actives 1.5% (n = 330,000). inhibition, % at 5 µM;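 active = inhibition above about 50% at the single test dose, limit read from the data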;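 note: plate controls were DMSO with enzyme for no effect and no enzyme buffer wells for full effect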
SENP8 block-1: blocks human SENP8 cleavage of Nedd8 substrate; Q96LD8; actives 0.64% (n = 360,000); AID 602440; inhibition, % at 20 µM; recombinant SENP8, Nedd8 substrate fluorescence; in the data active = inhibition mostly above about 40%, no sharp cut-off; inactive = mostly below about 27%
SENP1 FRET inh: blocks the human SENP1 SUMO protease catalytic domain; AID 624204; recombinant SENP1 catalytic domain, CyPet-SUMO1-YPet FRET cleavage; actives 0.21% (n = 360,000); inhibition, % at 10 µM;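 active = inhibition at least 30% at 10 µM, raw YFP signal under a set limit, fluorescence ratio 0.5 to 1.5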;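 note: 0% = enzyme with DMSO and 100% = no enzyme wells; some results filed as inactive read as strong as hits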
Target sequence (Q9P0U3 419-644 limits assumed): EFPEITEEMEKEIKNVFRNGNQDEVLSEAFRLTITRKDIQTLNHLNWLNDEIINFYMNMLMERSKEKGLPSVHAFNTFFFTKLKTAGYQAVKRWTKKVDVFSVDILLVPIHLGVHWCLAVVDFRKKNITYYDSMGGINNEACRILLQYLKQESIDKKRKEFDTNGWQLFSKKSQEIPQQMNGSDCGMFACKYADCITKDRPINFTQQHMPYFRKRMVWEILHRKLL
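Test system: recombinant human SENP1 catalytic domain, His6-tagged / Medium: pH 8 Tris buffer with EDTA, NaCl, BME, BSA, NP40, catalase / Also added: SUMO1 FRET substrate flanked by Cypet and Ypet, 25 nM / Times: 50 min reaction at room temperature / Signal: FRET, CFP and YFP emission / Control set: no-enzyme low control and enzyme-plus-DMSO high control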
Apaf1 inhib: blocks human Apaf-1 apoptosome activity; O14727; reconstituted apoptosome caspase-3 activity, DEVD-Rh110 fluorescence; inhibition, % at 20 µM; actives 0.71% (n = 330,000); AID 489030; active = inhibition of at least 40% at 20 µM;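 note: plate controls were DMSO wells for no effect and DEVD-CHO caspase inhibitor wells for full effect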
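Assay system: Apoptosome proteins | Medium: pH 7.5 Hepes buffer with CHAPS, BSA, DTT | Also added: Cytochrome c and DEVD-Rh110 substrate | Times: 30 min plus 50 min, RT | Detection: Rhodamine 110 fluorescence at Ex 480/Em 540 nm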
NLRP3 yeast inh: NALP3 inhibition in yeast. Yeast reconstituted NLRP3/ASC/caspase-1, beta-gal luminescence, 24 h. inhibition, % at 10 µM. actives 0.39% (n = 330,000). AID 2825;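 active = inhibition of 50% or more; inactive = inhibition below 50%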;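 note: plate controls were induced DMSO wells for no effect and uninduced yeast grown without galactose for full effect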
SENP8 block-2: inhibitors of human SENP8 protease | inhibition, % at 10 µM | actives 1.2% (n = 330,000) | AID 2540 | purified SENP8, Z-RLRGG-aminoluciferin cleavage, luminescence | Q96LD8; in the data active = inhibition above about 50%
SENP6 block: inhibitors of human SENP6 protease | Recombinant SENP6 catalytic domain, aminoluciferin luminescence | inhibition, % at 10 µM | actives 1.8% (n = 330,000) | AID 2599;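 active = inhibition above about 50% at the single tested dose, limit read from the data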;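 note: plate controls were DMSO wells with enzyme for no effect and DMSO wells lacking enzyme for full effect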
PfGluPho inh: PfG6PD (Plasmodium falciparum) enzyme inhibition; PfGluPho enzyme, NADPH resazurin-diaphorase fluorescence; inhibition, % at 20 µM; actives 0.78% (n = 350,000); AID 504690;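 active = inhibition reaching at least a set limit at 20 µM in the primary screen, cut at about 59% in these data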;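 note: 0% = DMSO wells with substrate and 100% = DMSO wells lacking glucose-6-phosphate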
* = called active by the depositor; nt = no result given.

SMILES | HKDC1 inh | SENP7 block | SENP8 block-1 | SENP1 FRET inh | Apaf1 inhib | NLRP3 yeast inh | SENP8 block-2 | SENP6 block | PfGluPho inh
CCC(=O)N(CCC(Cc1ccccc1)c1ccc2c(c1)OCO2)Cc1ccccc1F (stereo not drawn) | 5 | 2 | 40* | 2 | 14 | 13 | 8 | 7 | -3
O=C(CN1C(=O)NC2(CCCCCCC2)C1=O)N1CCN(C(=O)c2ccco2)CC1 | -8 | -2 | 12 | 1 | -2 | 9 | 5 | 12 | 6
CCN(CC)c1ccc(C(=O)c2cnc(/N=C/N(C)C)s2)cc1 | 6 | 12 | -176 | -38 | -3 | 0 | 6 | 4 | 12
COC(=O)c1ccccc1NC(=O)COc1ccc(S(=O)(=O)N2CCCC2)cc1C | -6 | -8 | 4 | 2 | 11 | -5 | -5 | 2 | -2
Cc1ccc(C(C)C)c(OCC(O)CN2CCc3ccccc3C2)c1 (stereo not drawn) | 4 | -1 | 9 | 1 | 22 | 28 | -11 | 1 | 6
CC1(C)Cc2c(sc3nc(-c4ccccc4)oc(=O)c23)CO1 | -6 | 6 | -15 | 3 | 2 | 33 | -15 | -6 | 5
COc1ccc(NC(=O)CCNC(=O)c2ccco2)cc1OC | -3 | -4 | 9 | -1 | 0 | 5 | 1 | -6 | -4
Cc1c(C(=O)N2CCOCC2)sc(NC(=O)c2ccccc2F)c1C#N | -5 | -5 | -6 | -59 | 4 | 14 | -14 | -9 | -5
COc1cccc(-c2nn(-c3ccccc3)cc2CN(C)C(C)c2ccncn2)c1 (stereo not drawn) | 4 | -16 | 4 | 0 | 10 | -17 | -2 | -8 | 14
CCOC(=O)c1c(C)n(CC)c2ccc(OC(=O)c3ccc([N+](=O)[O-])cc3)cc12 | -12 | 4 | 4 | 2 | -4 | 5 | 5 | 3 | 8
COc1ccccc1-c1n[nH]c(=S)n1-c1ccccc1 | 3 | 8 | 0 | 3 | 5 | 21 | -5 | -10 | 40
Cc1cccc(CCNC(=O)CC2C(=O)NCCN2Cc2ccc(F)c(F)c2)n1 (stereo not drawn) | -4 | -5 | -30 | -5 | -19 | -8 | -4 | -3 | 14
COc1cc(C(=O)NCCC(=O)N2CCCCC2)cc(OC)c1OC | 4 | 3 | 5 | 0 | -1 | 16 | -1 | -9 | 4
O=C(Nc1c2c(nn1-c1ccc(F)cc1)CS(=O)C2)c1ccc2c(c1)OCO2 (stereo not drawn) | -2 | 12 | 6 | 2 | -7 | 3 | -7 | -5 | -9
CC(C)Oc1ccc(CN2CCC(n3nccc3NC(=O)CCc3ccccc3)CC2)cc1 | -3 | 7 | -4 | -2 | 5 | 7 | -3 | -9 | -2
O=S(=O)(Nc1ccc(N2CCCCC2)cc1)c1ccccc1F | 9 | -7 | 12 | 5 | -2 | 18 | -7 | -15 | 16
O=C(Nc1ccc(S(=O)(=O)N2CCCCCC2)cc1)c1ccc(Br)o1 | 0 | 32 | 7 | 1 | 15 | 16 | 16 | 38 | 30
O=C(c1cccc([N+](=O)[O-])c1)c1cc2ccccc2o1 | 7 | 5 | 16 | 1 | 3 | 28 | -1 | 21 | 11
CC(=O)N(CN1C(=O)c2ccccc2C1=O)c1cccc(C)c1 | 4 | -6 | 15 | 1 | 0 | 1 | -1 | -10 | -7
CC1CC(C)CN(C(=O)c2ccc(NC(=O)c3ccc(=O)[nH]c3)cc2)C1 (stereo not drawn) | -6 | -2 | 17 | 2 | -2 | 11 | -3 | 6 | -8
O=C(Nc1cc(Cl)ccc1O)c1snnc1-c1ccccc1 | 1 | 7 | 24 | 3 | 8 | 16 | 0 | 25 | -12
CCOc1cccc(/C=N/N=C/c2cccc(OCC)c2O)c1O | -9 | -9 | 9 | 2 | 2 | 3 | -12 | 1 | -5
O=C(COc1ccc(/C=N/NC(=O)C(=O)N2CCCCCC2)cc1)Nc1ccccc1Cl | -2 | nt | 10 | 2 | nt | nt | nt | nt | -13
Cc1ccc(-c2nn(CC(=O)NCc3cc(-c4nn(C)c(=O)c5ccccc45)ccc3C)c(=O)c3ccccc23)cc1 | 11 | -9 | 4 | 1 | 16 | 1 | 2 | -6 | 3
Cc1ccc(-c2c3c(=O)n(C)c(=O)n(C)c3cn2Cc2cccnc2)cc1 | -7 | 0 | -12 | 2 | 3 | 8 | 8 | -3 | -6

Results in HKDC1 inh, PfGluPho inh and SENP6 block, for 2 of the compounds above:
mol | HKDC1 inh | PfGluPho inh | SENP6 block
CC1(C)Cc2c(sc3nc(-c4ccccc4)oc(=O)c23)CO1 | -6 | 5 | -6
COc1ccc(NC(=O)CCNC(=O)c2ccco2)cc1OC | -3 | -4 | -6

(further entries)
SMILES | HKDC1 inh | SENP7 block | SENP8 block-1 | SENP1 FRET inh | Apaf1 inhib | NLRP3 yeast inh | SENP8 block-2 | SENP6 block | PfGluPho inh
CCc1noc(C)c1C(=O)Nc1ccc(C)c(S(=O)(=O)N2CCCCCC2)c1 | -9 | 2 | 3 | 1 | 15 | -5 | -3 | -1 | -2
COc1ccc2sc(N(CCCN(C)C)C(=O)c3ccc(S(=O)(=O)N4CCc5ccccc5C4)cc3)nc2c1 | 1 | 4 | 0 | 2 | 37 | 33 | -12 | -42 | -16
COc1cc(NC(=O)C2CC2)c(OC)cc1NC(=O)CCC(=O)NC1CCN(Cc2ccccc2)CC1 | 4 | -4 | 3 | 2 | -5 | -2 | 4 | 3 | -8
CCOC(=O)CCc1c(C)c2ccc(OCC(=O)OC(C)C)cc2oc1=O | -1 | 4 | -308 | -1 | 8 | -5 | 3 | -4 | -1
CN(C)CCOC(=O)Cc1ccc(Cl)cc1 | -4 | -5 | 14 | 1 | -7 | -13 | 11 | 2 | -10
N#CCOC(=O)C1c2ccccc2Oc2ccccc21 | -2 | 3 | 11 | -3 | 4 | 2 | 3 | -3 | -2
CCn1c(Cc2ccc(OC)cc2)nnc1SCC(=O)Nc1nc2ccccc2s1 | -5 | 0 | 15 | -2 | 7 | 6 | -1 | -12 | -4
NCCCC(N)(C(=O)O)C(F)F (stereo not drawn) | -7 | -2 | 0 | -1 | -1 | 7 | 8 | -14 | 10
Cc1cccc(-c2cc3nc(C)cc(NCCCn4ccnc4)n3n2)c1 | -2 | -2 | -260 | -2 | 6 | 6 | -9 | -11 | -53
Cc1ccc([C@H]2C(C(=O)O)=CC[C@@H](c3ccc(Cl)c(Cl)c3)N2S(=O)(=O)c2ccc(C)cc2)cc1 | 5 | 2 | 7 | -2 | 11 | 3 | 5 | 19 | -18
Cn1c(=O)[nH]c(=O)c2c1nc(SCC(O)CCl)n2Cc1ccccc1 (stereo not drawn) | -2 | 2 | 10 | 1 | 0 | 29 | -2 | -9 | 2
CC1CCC(NC(=O)C(Cc2ccccc2)n2cccc2)CC1 (stereo not drawn) | -6 | 2 | 13 | 0 | 9 | 11 | 5 | 9 | 13
CCCNC(=O)c1onc(CSc2ccc(F)cc2)c1C(=O)NCC1CC1 | 7 | 11 | 4 | 2 | 10 | 44 | -9 | -6 | 31
CCCc1ccc(C(=O)CN2C(=O)C(=O)N(C3CCCC3)C2=O)cc1 | -3 | 1 | 12 | 0 | 10 | 16 | -10 | -7 | -2
O=C(NN=C1CCCC1)c1[nH]c2ccc(Cl)cc2c1-c1ccccc1 | 5 | 3 | -60 | 1 | 30 | 24 | -10 | -10 | 23
CCCS(=O)(=O)N1CCC(C(=O)NCc2ccc(F)cc2)CC1 | -1 | -12 | 20 | -1 | -4 | -12 | -10 | -14 | -11
O=C(Nc1ccccc1)Nc1ccccc1C(=O)NCC1CC1 | -5 | 18 | -185 | 2 | 5 | 14 | 19 | 16 | -5
Cc1scc(-c2n[nH]c(=S)n2C(C)c2ccccc2)c1C (stereo not drawn) | 6 | 3 | 32 | 1 | 10 | 31 | -5 | 9 | 44
COc1ccc(C2c3c(oc4ccccc4c3=O)C(=O)N2c2ccccn2)cc1 (stereo not drawn) | -5 | 7 | 13 | 2 | 6 | 7 | -5 | -3 | 9
CC/C(=N/O)C(=O)c1ccc(Br)cc1 | 9 | 6 | 18 | 2 | 2 | 23 | -8 | 11 | 1
CCN(CC)S(=O)(=O)c1ccc(Cl)c(NC(=O)COC(=O)/C=C/c2cc(OC)c(OC)c(OC)c2)c1 | 5 | 3 | -421 | 1 | 3 | 3 | -6 | 1 | 3
COc1ccccc1NS(=O)(=O)c1cc(NC(=O)c2ccccc2F)ccc1N1CCOCC1 | 0 | 6 | 8 | 0 | -6 | 3 | 6 | 21 | 4
CCO[C@H]1OC(C(=O)NC2CC2)=C[C@@H](C)[C@@H]1CCCO | -9 | -4 | 21 | 1 | -14 | 14 | 1 | -11 | -11
CCCC(=O)Nc1sc(C)c(-c2ccc(OC)cc2)c1C#N | -5 | 2 | -259 | -1 | 0 | 10 | 1 | 11 | -1
COc1cc(C2C(C(=O)/C=C/c3ccccc3)=C(O)C(=O)N2c2ccccn2)ccc1O (stereo not drawn) | -1 | 8 | -41 | -17 | 4 | 17 | -4 | -5 | 8

Next part:
SMILES | HKDC1 inh | SENP7 block | SENP8 block-1 | SENP1 FRET inh | Apaf1 inhib | NLRP3 yeast inh | SENP8 block-2 | SENP6 block | PfGluPho inh
c1ccc(Cc2nnc(-c3ccccc3)o2)cc1 | 0 | -12 | 14 | -1 | 8 | 9 | -23 | -3 | 5
COc1ccccc1N1CCN(CCCCOc2cccc3ccccc23)CC1 | 3 | 9 | 29 | 1 | 13 | 36 | -7 | 3 | 17
Cc1cc(C)c2nc(SCc3ccc([N+](=O)[O-])cc3)nc(C)c2c1 | -4 | 4 | 14 | 1 | 1 | -6 | 4 | 4 | 3
COc1ccc2c(c1)[C@H]1[C@H](CO2)[C@H](c2ccccc2)[C@]2(C)C(=O)Nc3ccccc3C(=O)N12 | 2 | -2 | -17 | -2 | -1 | 14 | 7 | -3 | -2
Cc1c(Cl)cccc1NC(=S)N1CCN(C(=O)C2CCCO2)CC1 (stereo not drawn) | -7 | 7 | 19 | 4 | 0 | 11 | -5 | -1 | -1
C/C(=N/N=C/c1ccc(N(C)C)cc1)c1ccccc1 | -3 | 101* | -43 | -35 | 0 | 9 | 98* | 97* | 4
C/C(Cn1nnc([N+](=O)[O-])n1)=N\NC(=O)c1ccncc1 | 6 | 0 | 32 | 2 | -5 | -4 | -1 | -5 | 57
CCOC(=O)C1=C(C)NC(=S)N(C=O)C1c1ccccc1 (stereo not drawn) | -1 | -7 | 6 | 2 | 1 | 0 | -9 | -8 | -6
COc1ccc2c(c1OC)C(=O)N1c3ccccc3C(=O)N(c3ccc(F)cc3)C21 (stereo not drawn) | 1 | 10 | 4 | -3 | -1 | 12 | 5 | 5 | 1

Two records picked at random from those above:
SMILES | HKDC1 inh | SENP7 block | SENP8 block-1 | SENP1 FRET inh | Apaf1 inhib | NLRP3 yeast inh | SENP8 block-2 | SENP6 block | PfGluPho inh
Cc1c(Cl)cccc1NC(=S)N1CCN(C(=O)C2CCCO2)CC1 (stereo not drawn) | -7 | 7 | 19 | 4 | 0 | 11 | -5 | -1 | -1
COc1ccc2c(c1OC)C(=O)N1c3ccccc3C(=O)N(c3ccc(F)cc3)C21 (stereo not drawn) | 1 | 10 | 4 | -3 | -1 | 12 | 5 | 5 | 1
